Assay outcomes deposited in PubChem BioAssay by several laboratories.
Neddyl block: inhibitors of cullin neddylation, primary screen, biochemical, TR-FRET, uHTS, NAE and Ubc12; calls only at 25 µM; hit rate 0.58% among 360,000; in the data active = inhibition above about 36%
Target sequence (P61081 whole entry, looked up): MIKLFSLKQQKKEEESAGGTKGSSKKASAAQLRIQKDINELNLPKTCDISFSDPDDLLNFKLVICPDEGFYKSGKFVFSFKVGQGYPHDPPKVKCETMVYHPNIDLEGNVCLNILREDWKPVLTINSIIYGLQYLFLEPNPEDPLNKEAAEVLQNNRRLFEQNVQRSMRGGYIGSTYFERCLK
Target sequence (Q13564 whole entry, looked up): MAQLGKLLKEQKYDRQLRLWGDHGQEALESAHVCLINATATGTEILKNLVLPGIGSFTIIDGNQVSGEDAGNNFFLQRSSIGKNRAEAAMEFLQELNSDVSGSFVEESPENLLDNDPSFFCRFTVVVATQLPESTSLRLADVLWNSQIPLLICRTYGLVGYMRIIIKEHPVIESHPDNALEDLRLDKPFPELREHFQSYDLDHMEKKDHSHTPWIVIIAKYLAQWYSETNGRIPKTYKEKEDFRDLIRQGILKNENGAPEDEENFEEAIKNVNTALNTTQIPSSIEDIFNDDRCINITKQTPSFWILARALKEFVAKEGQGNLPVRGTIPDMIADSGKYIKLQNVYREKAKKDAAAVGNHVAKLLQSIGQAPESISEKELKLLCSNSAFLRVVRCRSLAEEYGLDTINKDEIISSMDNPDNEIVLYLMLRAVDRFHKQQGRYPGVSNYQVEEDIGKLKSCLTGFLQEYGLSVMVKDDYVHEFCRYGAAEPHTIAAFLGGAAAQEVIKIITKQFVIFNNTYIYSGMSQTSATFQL
SUMO1 PPI mod: modulators of SUMO1 protein-protein interactions, primary screen, biochemical, uHTS | inhibition, % at 20 µM | SUMO1 binding to a labelled peptide, TR-FRET, 1 h | Small ubiquitin-related modifier 1 (Homo sapiens), P63165 | hit rate 0.33% among 360,000; in the data active = inhibition above about 37%
Target sequence (P63165 whole entry, looked up): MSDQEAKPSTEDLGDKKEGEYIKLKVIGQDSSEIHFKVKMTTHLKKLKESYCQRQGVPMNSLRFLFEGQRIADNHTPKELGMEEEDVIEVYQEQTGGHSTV
NadD block: inhibitors of S. aureus NadD, primary screen, biochemical, colorimetric, uHTS | Nicotinate-nucleotide adenylyltransferase NadD (Staphylococcus aureus N315) | hit rate 0.78% among 360,000 | AID 602399, 2012 | purified NadD enzyme, colorimetric absorbance read-out | inhibition, % at 20 µM; in the data active = inhibition above about 26%; note: some compounds past the cut are filed as inactive
STEP block: STEP phosphatase inhibitors, primary screen, biochemical, fluorescence intensity, uHTS; recombinant STEP, OMFP fluorogenic substrate; inhibition, % at 20 µM; hit rate 0.25% among 360,000;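 active = inhibition at 20 µM, scaled per plate between control wells, above about 37%, limit read from the data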;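 note: 0% = DMSO with enzyme and substrate and 100% = substrate only without enzyme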
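Test system: STEP tyrosine phosphatase / Reagent: OMFP at 25 µM / Doses: 20 µM, 1% DMSO / Read-out: percent inhibition scaled to no-enzyme and uninhibited-enzyme controls, plate-pattern corrected / Detection: FITC-channel fluorescence of OMFP product / Medium: Bis-Tris buffer pH 6.0, 2.5 mM DTT, 0.005% Tween 20 / Schedule: 20 min at room temperature, dark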
Scp-1 inhibitor: Scp-1 phosphatase inhibitors, primary screen, biochemical, colorimetric, uHTS; Recombinant Scp1, phosphopeptide, malachite green phosphate absorbance; hit rate 0.88% among 340,000; inhibition, % at 20 µM;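 active = inhibition above about 50% at 20 µM, limit read from the data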;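 note: plate controls were DMSO wells with enzyme for no effect and wells lacking enzyme for full effect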
Target sequence (Q9GZU7 76-261 limits assumed): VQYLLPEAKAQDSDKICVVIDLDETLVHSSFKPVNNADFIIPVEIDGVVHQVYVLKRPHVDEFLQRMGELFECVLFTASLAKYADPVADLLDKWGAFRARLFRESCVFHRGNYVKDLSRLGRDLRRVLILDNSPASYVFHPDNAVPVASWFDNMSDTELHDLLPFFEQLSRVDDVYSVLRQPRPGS
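Incubation: 45 min enzyme reaction at room temperature / System: truncated SCP-1 phosphatase (76-261aa) / Reagent: Phospho 17-mer peptide substrate / Buffer or medium: Acidic Tris acetate buffer with magnesium and detergent / Signal: absorbance at 630 nm / Doses: one concentration, 20 µM, with 1.0% DMSO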
CSN deneddyl inh: inhibitors of CSN-mediated cullin deneddylation, primary screen, biochemical, fluorescence polarization, uHTS; COP9 signalosome complex subunit 5 (Homo sapiens), Q92905; Purified CSN, SCF-Nedd8-OG deneddylation; hit rate 0.38% among 360,000; AID 651999, 2013; inhibition, % at 12.5 µM;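 active = pattern-corrected inhibition above about 35%, with an unprinted fluorescence ratio check between 0.5 and 1.5, limit read from the data, passing the limit was not always enough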;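 note: 0% = enzyme with substrate and 100% = substrate without enzyme; some results filed as inactive read as strong as hits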
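assay system = purified human Csn5 enzyme expressed in HEK293T cells | amount = 0.24 nM enzyme | buffer or medium = Tris/NaCl/DTT buffer, pH 7.5 | reagent = 10 nM SCFSkp2-Nedd8OG | compound = one concentration, 12.5 µM, 0.25% DMSO | times = 90 min reaction at room temperature | signal = FP | read-out basis = % inhibition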
DNMT1 block: human DNMT1 methyltransferase inhibitors, primary screen, biochemical, molecular beacon, fluorescence, HinP1I cleavage, uHTS; DNA (cytosine-5)-methyltransferase 1 (Homo sapiens), P26358; inhibition (reported as % activation of signal), % at 10 µM; AID 588458, 2011; hit rate 0.83% among 360,000; in the data active = inhibition above about 50%
Rin1 Abl inh: inhibitors of Rin1-Abl protein binding, primary screen, biochemical, TR-FRET; Tyrosine-protein kinase ABL1 (Homo sapiens) + Ras and Rab interactor 1 (Homo sapiens), …; hit rate 0.4% among 360,000; AID 588664, 2011; inhibition, % at 7.35 µM; in the data active = inhibition above about 5%, passing the limit was not always enough
Rpn11 block: Rpn11 (PSMD14) deubiquitinase inhibitors, primary screen, biochemical, fluorescence polarization, uHTS | human 26S proteasome, Ub4-pepOG fluorescence polarization; 20S core pre-blocked with epoxomicin | hit rate 0.59% among 360,000 | AID 588493, 2011 | 26S proteasome non-ATPase regulatory subunit 14 (Homo sapiens), O00487 | calls only at 20 µM;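 active = inhibition at 20 µM, scaled to each plate's controls, above about 33%, limit read from the data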
LMPTP inh: LMPTP phosphatase inhibitors, primary screen, biochemical, fluorescence intensity, uHTS; Low molecular weight phosphotyrosine protein phosphatase (Homo sapiens), P24666; recombinant LMPTP-A, OMFP fluorogenic substrate; inhibition, % at 20 µM; hit rate 0.22% among 360,000;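 active = compounds that cut the enzyme signal by at least half of the control window in the single-dose screen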;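 note: plate controls were DMSO wells with enzyme plus substrate for no effect and substrate without enzyme for full effect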
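Assay system: LMPTP-A, protein tyrosine phosphatase of low molecular weight / Medium: pH 6.0 Bis-Tris buffer with DTT and Triton X-100 / Schedule: 50 min enzyme reaction at room temperature, protected from light / Measured by: endpoint fluorescence intensity from OMFP dephosphorylation / Read-out basis: % inhibition relative to no-enzyme and uninhibited control wells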
* = called active by the depositor; i = inactive; x = not tested or not shown; + = active, no number.

entry	mol	Neddyl block	SUMO1 PPI mod	Rpn11 block	DNMT1 block	LMPTP inh	Rin1 Abl inh	Scp-1 inhibitor	CSN deneddyl inh	STEP block	NadD block
1	CCN=c1scc(-c2ccc(F)cc2)n1/N=C/c1ccccn1	i	-17	i	-2	0.9	-3	-4	-1	3	0
2	O=C(O)C1CCCN1C(=O)C1CCN(S(=O)(=O)c2cccc(C(F)(F)F)c2)CC1 (stereo not drawn)	i	4	i	-1	-1.5	-2	-1	-1	-2	1
3	O=S(=O)(c1ccc(OCC(O)CN2CCN(c3ccccc3O)CC2)cc1)N1CCOCC1 (stereo not drawn)	i	14	i	-5	-1.7	-1	-8	5	2	-9
4	COc1ccc(CCC(=O)N2CCN(S(=O)(=O)c3ccc(OC(F)(F)F)cc3)CC2)cc1	i	2	i	1	0.4	2	-9	-1	-2	-4
5	Cc1ccsc1C(=O)NNC(=O)C1CC=CCC1C(=O)O (stereo not drawn)	i	-3	i	-7	-1.8	-4	-3	-12	-2	-2
6	Cc1noc(C)c1S(=O)(=O)Nc1ccc(C(C)C)cc1	i	-1	i	5	0.3	2	-5	-4	-3	-9
7	CC(NC(=O)c1ccco1)c1cccc2ccccc12 (stereo not drawn)	i	2	i	-1	-2.0	0	-7	4	0	3
8	c1ccc(Nc2nc(-c3ccccc3)nc3ccccc23)cc1	x	6	i	0	12	-1	-5	7	-3	-3
9	CCOc1cc(C(=O)OCc2ccc(OC)cc2)ccc1OCC(=O)N1CCOCC1	i	-1	i	2	-5.9	3	2	-1	-2	3
10	Cc1ccc(S(=O)(=O)CCC(=O)OCC(=O)N(C)C2CCS(=O)(=O)C2)cc1 (stereo not drawn)	i	2	i	-1	-1.1	7	-3	-5	0	-7
11	CC(=O)Nc1ccc(S(=O)(=O)Nc2cc([N+](=O)[O-])ccc2C)cc1	i	-12	i	1	-0.4	-1	-2	-11	-1	-7
12	CCN(CC(=O)Nc1ccc(OC)cc1)C(=O)COc1cccc2c1OC(C)(C)C2	i	0	i	3	0.4	1	-3	-8	-2	-3
13	CC(C)Cc1nc(N2CCCCC2)c(C#N)c2c1CCC2	+	2	i	7	1.1	-1	-3	1	3	13
14	CCC(C)N(C(=O)CSc1ncnc2c1cnn2-c1ccccc1)C1CCS(=O)(=O)C1 (stereo not drawn)	i	5	i	6	-0.2	0	-9	-1	0	1
15	Cc1c(C(=O)N2CCCC2)oc2ccc(Br)cc12	i	8	i	29	3.6	1	10	4	4	-2
16	CCN(C(=O)CSc1ncccc1C(=O)OC(C)C)c1cccc(C)c1	i	1	i	-3	-0.5	-10	-1	-4	2	-2
17	CC(=O)N1CCCc2cc(S(=O)(=O)N3CCCC(C(=O)N4CCN(c5cc(C)ccc5C)CC4)C3)ccc21 (stereo not drawn)	i	5	i	-5	3.1	3	-3	-2	2	4
18	CN1COc2ccc3ccccc3c2C1	i	2	i	2	-2.1	-1	-4	9	-3	-4
19	CCOC(=O)C1=C(COC(=O)CNS(=O)(=O)c2ccc(NC(C)=O)cc2)NC(=O)NC1C (stereo not drawn)	i	2	i	4	0.0	4	5	9	-4	-1
20	Fc1ccccc1-c1nnc2n1N=C(c1ccc(OC(F)F)c(OCC3CC3)c1)CS2	i	9	i	26	-0.3	1	0	-2	0	1
21	CN(C)CCCN(C(=O)CCc1ccccc1)c1nc2ccc(Cl)cc2s1	i	-4	i	2	-5.2	-2	1	0	8	0
22	Cc1cc(C(=O)Nc2ccccc2C)on1	i	3	i	0	-0.5	1	-1	2	-1	5
23	CCOC(=O)c1cc(-c2ccccc2)n(CC(=O)Nc2cc(OC)cc(OC)c2)c1C	i	-4	i	-12	2.0	1	-15	-1	-1	-9
24	O=C(c1cc(F)c(F)cc1Cl)N1CCN(S(=O)(=O)c2cccs2)CC1	i	3	i	1	-1.0	3	-5	-6	0	1
25	COc1cccc(NS(=O)(=O)c2cc3[nH]c(=O)c(=O)[nH]c3cc2C)c1	i	17	i	1	-1.5	-4	-2	1	5	-2
26	c1ccc(CN(Cc2ccccc2)Cc2nnc(-c3cc4ccccc4[nH]3)s2)cc1	i	-5	i	2	1.5	1	8	1	-2	18
27	O=C(COC(=O)c1ccc(Cl)nc1)Nc1cc(S(=O)(=O)N2CCCCC2)ccc1Cl	i	3	i	2	0.1	5	3	1	-1	-4
28	CN(C)CCN(C(=O)c1cccc(N2C(=O)CCC2=O)c1)c1nc2ccc(Br)cc2s1	i	0	i	-2	-1.5	0	-6	-1	-1	-7
29	CC(=O)Nc1ccc(C(=O)OCCC(C)C)cc1	i	1	i	6	-0.5	-5	5	-3	-2	-1
30	COC(=O)CNC(=O)C(Cc1ccccc1)NS(=O)(=O)c1ccc2c(c1)c(=O)n(C)c(=O)n2C (stereo not drawn)	i	2	i	-10	-1.4	2	-1	9	0	0
31	Cc1cccn2c(=O)c3cc(C(=O)NCCc4ccccc4)sc3nc12	x	-37	i	2	16	-1	10	3	2	-1
32	Cc1c(Br)c(C(=O)NNC(=O)c2ccc(C(C)(C)C)cc2)nn1C	i	6	i	0	-0.8	1	-7	-1	1	2
33	COc1ccc2c(c1)[nH]c1c(N3CCSCC3)ncnc12	i	6	i	-4	2.4	0	-4	0	2	-4
34	Oc1ccccc1-c1cc(-c2ccccc2)no1	i	1	i	-5	1.0	1	-12	-3	-2	3
35	CCOC(=O)C1=C(C)NC(C)=C(C(=O)OCC)C1C(=O)OCC(N)=O	i	1	i	3	-0.6	-1	-3	2	-1	3
36	Cn1cnnc1SCC(=O)Nc1ccc(Cl)cc1	i	3	i	4	-1.7	2	-7	-3	0	-6
37	Cn1c(NC(=O)C2CC2)cc(=O)n(C)c1=O	i	0	i	1	-0.3	-1	-7	3	-3	2
38	CC(=O)Nc1ccc(/C=C(\C#N)C(N)=O)cc1	i	-34	i	-1	0.1	2	8	-1	-4	-2
39	N=c1n(Cc2ccccc2)c2ccccc2n1CC(O)c1ccccc1 (stereo not drawn)	i	-3	i	3	-0.9	3	-4	2	-2	-11
40	CCOC(=O)/C=C/c1cnn(-c2ccccc2)c1	i	-4	i	3	0.8	1	-7	2	-2	0

Quoted from the listing.
DNMT1 block with cpd 36 → 4
Rin1 Abl inh with cpd 35 → -1
STEP block with cpd 34 → -2
CSN deneddyl inh with cpd 39 → 2
NadD block with cpd 31 → -1

Next part
entry	mol	Neddyl block	SUMO1 PPI mod	Rpn11 block	DNMT1 block	LMPTP inh	Rin1 Abl inh	Scp-1 inhibitor	CSN deneddyl inh	STEP block	NadD block
41	COc1ccccc1NC(=O)COc1coc(CN2CCN(c3ccccc3)CC2)cc1=O	i	6	i	-1	0.0	4	7	1	1	-5
42	CSc1n[nH]c(N)c1S(=O)(=O)c1ccc(Cl)cc1	i	-1	i	1	1.3	-3	-10	0	-4	-2
43	CN1OC[C@@H]2CN(C(=S)NCCc3ccccc3)[C@H](c3ccc(-n4ccnc4)cc3)C[C@@H]21	i	-1	i	5	-0.3	2	x	1	1	3
44	CSC1=NCCN1CCOc1ccccc1	i	-2	i	2	-0.5	-3	5	-6	3	9
45	O=C(O)CC1(CC(=O)Nc2ccc(Cl)cc2C(=O)c2ccccc2)CCCC1	i	-1	i	-1	-0.5	-2	-6	-1	0	0
46	O=[N+]([O-])c1cccc2ccc(/C=C/c3ccc(Cl)cc3)nc12	i	-6	i	-5	3.0	-2	0	1	1	11
47	Cc1csc(=O)n1CCC(=O)OCC(=O)Nc1ccc(N2CCOCC2)cc1	i	-1	i	3	-0.3	2	x	0	2	6
48	O=C(Nc1ccc2c(c1)CCC2)c1cccc(S(=O)(=O)Nc2ccccc2Cl)c1	i	22	i	1	2.6	2	-7	-12	-1	1
49	Cc1ccc(NC(=O)/C(=C/C=C/c2ccccc2)NC(=O)c2ccccc2)cc1	i	-3	i	-6	0.2	-4	-8	-5	-1	11
50	O=C1NC(=O)c2cc(Br)cc3cccc1c23	i	-12	i	25	28	-2	-1	-10	-1	-3

Only Rpn11 block and DNMT1 block, for four of the compounds above:
nr | mol | Rpn11 block | DNMT1 block
46 | O=[N+]([O-])c1cccc2ccc(/C=C/c3ccc(Cl)cc3)nc12 | i | -5
47 | Cc1csc(=O)n1CCC(=O)OCC(=O)Nc1ccc(N2CCOCC2)cc1 | i | 3
50 | O=C1NC(=O)c2cc(Br)cc3cccc1c23 | i | 25
43 | CN1OC[C@@H]2CN(C(=S)NCCc3ccccc3)[C@H](c3ccc(-n4ccnc4)cc3)C[C@@H]21 | i | 5

Single records (already shown). Values in the order: Neddyl block	SUMO1 PPI mod	Rpn11 block	DNMT1 block	LMPTP inh	Rin1 Abl inh	Scp-1 inhibitor	CSN deneddyl inh	STEP block	NadD block
O=[N+]([O-])c1cccc2ccc(/C=C/c3ccc(Cl)cc3)nc12 is listed with i	-6	i	-5	3.0	-2	0	1	1	11
CSc1n[nH]c(N)c1S(=O)(=O)c1ccc(Cl)cc1 is listed with i	-1	i	1	1.3	-3	-10	0	-4	-2
O=C(O)CC1(CC(=O)Nc2ccc(Cl)cc2C(=O)c2ccccc2)CCCC1 is listed with i	-1	i	-1	-0.5	-2	-6	-1	0	0
O=C(Nc1ccc2c(c1)CCC2)c1cccc(S(=O)(=O)Nc2ccccc2Cl)c1 is listed with i	22	i	1	2.6	2	-7	-12	-1	1
CN1OC[C@@H]2CN(C(=S)NCCc3ccccc3)[C@H](c3ccc(-n4ccnc4)cc3)C[C@@H]21 is listed with i	-1	i	5	-0.3	2	x	1	1	3
